Bioassay records deposited in PubChem by several laboratories.
TNAP activation fold: stimulation of alkaline phosphatase TNAP activity – biochemical, luminescent, no phosphate acceptor, uHTS, primary screen (AID 1001); hit rate 0.03% among 200,000; purified TNAP, luminescent activation assay, no phosphate acceptor; higher activation fold means a stronger effect; activation fold at 20 µM, or EC50 in µM where a hit was titrated; in the data active means activation fold from about 3, or a potency from the dose series; inactive means the rest, 99 in 100 with activation fold below about 1.6; further: many of its hits are not listed in these tables
T cell HTS: modulates CD8 T cell binding to vesicles | 2C CD8+ T cell-vesicle binding, flow cytometry; hits give low values | calls only at 7 µM | hit rate 0.068% among 330,000 | AID 2052;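 active means response, share of CD8 T cells binding vesicles, and their 90th percentile fluorescence all below set limits, cut at about 80% in these data, passing the limit was not always enough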
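Material: 2C TCR transgenic mouse naive CD8+ T cells, MACS-purified. Also added: QL9-charged Drosophila Ld/ICAM-1/B7-1 vesicles. Timing: binding 1.5 h at 37 °C. Measured by: high-throughput flow cytometry with anti-B7-1 and anti-CD8 staining. Read-out: percent CD8+ FL2 mean versus row control. Controls: Unloaded micro-vesicles (low), QL9 vesicles with 0.7% DMSO (high).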
RSV antiviral HEp-2: inhibition of RSV-induced cytopathic effect – HEp-2 cells, primary 10 µM value included (AID 2391) | HEp-2 cells, RSV-induced CPE inhibition; higher % means a stronger effect | CPE inhibition, % at 10 µM; hits with a dose series show IC50 in µM | hit rate 0.13% among 310,000; in the data active means a potency from the dose series; inconclusive means CPE inhibition mostly from about 23% at the one dose, without a potency; inactive means the rest, 99 in 100 with CPE inhibition below about 21%; further: strong numbers were not always called active
Myeloid diff MLP: promotes myeloid progenitor differentiation; ER-HoxA9 myeloid progenitors, lysozyme-GFP differentiation, flow cytometry; calls only at 10 µM; hit rate 1% among 360,000;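 active means normalized GFP-positive differentiation at or above the plate's own cutoff, the solvent-only control mean plus 3 SD; inconclusive means no clear call, values can overlap the other calls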;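 further: cells exposed to compound for four days before flow analysis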
SV40 large T antigen: SV40 large T antigen inhibitors, biochemical (AID 1903) | SV40 large T antigen ATPase/helicase inhibition assay; higher % means a stronger effect | inhibition, % at 20 µM; hits with a dose series show IC50 in µM | hit rate 0.39% among 310,000; in the data active means a potency from the dose series; inconclusive means inhibition mostly from about 32% at the one dose, without a potency; inactive means the rest, 99 in 100 with inhibition below about 32%; further: strong numbers were not always called active
UTI89 phage lysis: inhibition of K1F phage lysis, E. coli UTI89, bacterial capsule biogenesis inhibitors, alamar blue (AID 488966); hit rate 0.02% among 340,000; inhibition, % at 100 µM; hits with a dose series show IC50 in µM; E. coli UTI89 K1F phage lysis, alamar blue, 2 h; higher % means a stronger effect;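 active means phage lysis inhibition, versus mean bacterial control, above a set limit; inconclusive means no clear call, values can overlap the other calls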;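 further: capsule biogenesis inhibitors block K1F phage lysis so surviving cells raise fluorescence; higher fluorescence means more inhibition of phage lysis; actives were called in the ten point dose series up to 300 µM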
NTR1 agonist: NTR1-driven beta-arrestin-GFP spot formation – imaging, U2OS cells, high content, primary screen (AID 493036); P30989; agonist mode; activation, % at 20 µM; hit rate 0.17% among 330,000;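 active means activation at or above 40% of the spot to cytoplasm intensity ratio, with at least 20 cells analyzed; inconclusive means wells under 20 cells, flagged as cytotoxic or low count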;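 further: 0% = DMSO without peptide and 100% = 100 nM NTR1 peptide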
Target sequence (P30989 whole entry, looked up): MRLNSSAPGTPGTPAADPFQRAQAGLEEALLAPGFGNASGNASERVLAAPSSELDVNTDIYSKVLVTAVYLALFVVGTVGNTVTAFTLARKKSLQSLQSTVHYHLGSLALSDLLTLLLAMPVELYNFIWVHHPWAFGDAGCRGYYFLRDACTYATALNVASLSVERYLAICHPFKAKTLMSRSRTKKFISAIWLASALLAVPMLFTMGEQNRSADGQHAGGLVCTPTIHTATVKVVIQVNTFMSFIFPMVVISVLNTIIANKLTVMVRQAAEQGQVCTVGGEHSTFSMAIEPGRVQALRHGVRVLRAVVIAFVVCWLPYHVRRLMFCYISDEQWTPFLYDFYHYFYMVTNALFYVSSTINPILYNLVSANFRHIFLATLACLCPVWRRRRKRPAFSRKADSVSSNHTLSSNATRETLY
Salmonella PhoP GFP: PhoP-dependent GFP reporter repression – Salmonella Typhimurium, primary screen (AID 1863); S. Typhimurium PhoP-regulated promoter GFP reporter, 4 h; higher % means a stronger effect; one-dose inhibition, % at 50 µM; IC50 in µM for titrated hits; hit rate 0.16% among 300,000;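 active means inhibition over 29.93%, a cutoff 3 SD above the screen mean, later confirmed by dose response; inconclusive means inhibition over 29.93% but no dose response follow-up; inactive means inhibition at most 29.93% or unconfirmed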;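 further: 0% = low Mg2+ inducing control and 100% = high Mg2+ repressing control; strong numbers were not always called active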
MgcRacGAP inhibition: MgcRacGAP GTPase-activating activity inhibitors, confirmation, biochemical, ADP Hunter fluorescence. inhibition, % at 30 µM, or IC50 in µM where a hit was titrated. hit rate 0.6% among 340,000. MgcRacGAP-stimulated Rac1 GTP hydrolysis, ADP Hunter fluorescence; higher % means a stronger effect; GST-tagged Rac1 F28L mutant substrate. AID 624330;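 active means first-screen hits whose inhibition reached a set limit at any dose in the follow-up dose series; inconclusive means inhibition above the set first-screen limit but never retested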;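 further: fluorescence reports GDP produced by GAP-driven GTP hydrolysis; strong numbers were not always called active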
T cell HTS vesicle-bound %: also measured in T cell HTS; calls as there; double positive events, %; measured here: CD8+ vesicle-bound cell fraction;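 binding gate set so that unloaded-vesicle control wells show 10% double positive cells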
NTR1 agonist cell count 20 µM: second read-out of NTR1 agonist, no call of its own (marks repeat the call); cell count; measured here: cell count, cytotoxicity flag
Myeloid diff MLP GFP+ MAC1+ %: further read-out of Myeloid diff MLP, marked with its call; GFP+ MAC1+ double positive, %; measured here: differentiation confirmed by MAC1 staining
* hit, by the source's call; i = inactive; ? = inconclusive; . = not tested or not shown; + = active, no number; [ ] = dose if it differs, or a comment.

SMILES	TNAP activation fold	T cell HTS	T cell HTS vesicle-bound %	RSV antiviral HEp-2	Myeloid diff MLP	Myeloid diff MLP GFP+ MAC1+ %	SV40 large T antigen	UTI89 phage lysis	NTR1 agonist	NTR1 agonist cell count 20 µM	Salmonella PhoP GFP	MgcRacGAP inhibition
CCN(CC)C(=O)CSc1nc2c(sc(=S)n2Cc2ccco2)c(=O)n1-c1ccccc1	1.1	i	36.7	5.2%	i	1.5	-1.1%	0.5%	7.2	52	-10.8%	1.5%
CCc1cc2c(SCC(=O)c3ccccc3)ncnc2s1	1.1	i	51.0	5.9%	i	1.3	4.0%	3.7%	0.7	68	2.3%	0.0%
CC(NC(=O)NC1CCCCC1)C(c1cccs1)N1CCN(C)CC1 (centres undefined)	1.1	i	11.6	3.2%	i	0.8	6.4%	-0.2%	3.5	39	8.8%	1.4%
Cc1c(C(=O)NCc2ccccc2)oc2ccc(S(=O)(=O)N3CCCC3)cc12	1.1	i	17.0	-0.9%	i	2.2	4.8%	0.6%	-1.3	57	-5.6%	-8.1%
Cc1cccc(NC2(C(F)(F)F)N=C(c3ccccc3)NC2=O)n1 (centres undefined)	1	i	55.6	0.1%	i	4.6	19.9%	6.9%	-0.7	47	-0.7%	1.5%
CC1(C)C[C@H]2C3=CCC4[C@@]5(C)CC[C@H](O)[C@](C)(CO)C5CC[C@@]4(C)[C@]3(C)C[C@@H](O)[C@@]2(CO)[C@@H](O)[C@@H]1O (some centres undefined)	.	i	14.8	.	i	3.8	.	2.4%	-0.1	51	.	3.0%
O=C(O)C1CCCN1c1ncnc2c1oc1ccccc12 (centres undefined)	1.1	i	32.1	0.8%	+	16.7*	10.2%	-3.4%	-2.2	106	-0.7%	-0.1%
COc1ccc(-c2csc(Nc3cc(C)ccn3)n2)cc1OC	.	i	30.9	9.8%	i	0.2	0.8%	3.1%	25.9	58	1.3%	13.4%
O=C(CCN1C(=O)/C(=C\C=C\c2ccccc2)SC1=S)Nc1ccccc1C(=O)O	.	i	63.5	2.7%	i	1.0	23.8%	0.0%	1.0	71	5.0%	9.7%
O=C(NNC(=O)c1ccc(Cl)c(Cl)c1)c1ccncc1	.	i	42.3	.	i	0.5	9.2%	.	0.4	65	.	.
COc1ccc(-c2cc(C(=O)N3CCOCC3)c3ccccc3n2)cc1OC	.	i	60.1	-2.0%	i	0.2	4.6%	0.3%[50 µM]	-0.7	62	-8.0%	-2.8%
Cn1c(=O)cc(OCCCC(=O)N2CCN(c3ccccc3)CC2)c2ccccc21	1.1	i	47.5	6.8%	i	0.8	3.0%	-0.5%	2.9	87	-0.7%	0.4%
CC1(C)Cc2cccc(OCC(=O)NCCc3ccccc3)c2O1	.	i	32.8	-0.6%	i	1.1	9.1%	0.5%[50 µM]	0.2	50	-5.7%	1.7%
CC(=O)Nc1ccc(CN2CCc3c([nH]c4ccccc34)C2c2ccccn2)cc1 (centres undefined)	1.1	i	45.6	10.3%	i	0.2	1.4%	-0.1%	-0.3	80	-1.8%	3.0%
Cc1ccc2nc(C)cc(OCC(=O)O)c2c1	1.1	i	34.1	1.0%	i	0.6	9.4%	0.3%	-1.2	95	0.6%	6.7%
COc1ccc(NC2CCCN(C(=O)c3ccc4[nH]c(C)c(C)c4c3)C2)cc1OC (centres undefined)	.	i	4.5	0.3%	i	1.8	35.6%	0.1%	1.3	57	5.1%	12.8%
CCSC1=NCCN1S(=O)(=O)c1ccc(F)cc1	1	i	56.3	1.5%	i	0.2	18.0%	0.1%	0.1	83	0.7%	9.3%
CCOC(=O)c1cc(-c2ccccc2)sc1NC(=O)CSc1nnc(N)s1	1.1	i	65.0	3.4%	i	0.4	5.7%	0.4%	16.9	57	-1.1%	9.2%
C=C(C)Cn1c(=O)c2c(nc3n2CC(C)CN3Cc2ccccc2)n(C)c1=O (centres undefined)	.	i	10.1	-0.1%	i	1.0	22.3%	-0.2%	2.4	48	8.7%	-3.9%
CCCNC(=O)C1CCCN(S(=O)(=O)c2ccc3c(c2)CC(C)N3C(=O)C2CC2)C1 (centres undefined)	.	i	13.9	0.4%	i	3.8	.	-0.6%	-0.5	68	.	-0.7%
O=C(NC1(C(F)(F)F)OCCO1)c1ccc(F)cc1	1.1	i	36.1	1.1%	i	0.1	3.0%	0.3%	1.6	34	4.5%	4.2%
CCN1C(C(=O)Nc2cc(C)on2)=C(O)c2ccccc2S1(=O)=O	.	i	46.3	1.6%	i	0.6	5.2%	0.3%	-1.0	72	7.1%	6.9%
CN1C(=O)C(O)(CC(=O)c2ccccc2O)c2cc(Br)ccc21 (centres undefined)	1.1	i	40.1	1.4%	?	.	2.3%	3.2%	2.6	54	15.8%	-1.6%
COc1ccc(C2Nc3ccccc3C(=O)N2NS(=O)(=O)c2ccc(C)cc2)cc1OC (centres undefined)	.	i	26.7	1.1%	i	0.2	-0.8%	0.0%	0.3	51	0.7%	5.8%
COc1ccccc1NC(=O)N1CCN(CCc2ccccc2)CC1	.	i	29.2	.	i	0.1	7.6%	1.1%	-0.4	50	-14.1%	4.9%
Next part.
SMILES	TNAP activation fold	T cell HTS	T cell HTS vesicle-bound %	RSV antiviral HEp-2	Myeloid diff MLP	Myeloid diff MLP GFP+ MAC1+ %	SV40 large T antigen	UTI89 phage lysis	NTR1 agonist	NTR1 agonist cell count 20 µM	Salmonella PhoP GFP	MgcRacGAP inhibition
CN1CCN(S(=O)(=O)c2ccc(Cc3ccc(S(=O)(=O)N4CCN(C)CC4)cc3)cc2)CC1	1.1	i	38.3	-1.1%	i	0.7	0.8%	0.8%	1.6	39	-2.2%	9.8%
CCCn1c(NCc2cc(OC)ccc2OC)nc2ccccc21	1.1	i	41.3	19.4%	i	0.7	7.2%	0.1%	1.4	58	-5.4%	5.1%
CCOc1ccc(C(=O)Nc2c3c(nn2-c2ccc(F)cc2)CS(=O)C3)cc1 (centres undefined)	1.1	i	44.3	1.5%	i	1.1	12.6%	0.9%	0.3	60	6.1%	6.0%
COc1cccc(CN2CC(C(=O)N(C)Cc3nc(C)cs3)CCC2=O)c1 (centres undefined)	.	.	.	.	i	3.6	.	2.1%	-1.3	50	.	6.2%
CC(=O)CC(=O)Nc1cccc2c1CCCC2	1.1	i	19.2	1.0%	i	2.1	4.9%	1.4%	-2.7	13	5.2%	5.3%
O=C(CC(c1ccco1)S(=O)(=O)c1ccccc1)c1ccc(F)cc1 (centres undefined)	1	.	.	0.5%	i	0.8	9.2%	5.0%	2.6	72	13.5%	7.3%
NS(=O)(=O)c1ccc2nc(NC(=O)c3ccc4c(c3)OCCO4)sc2c1	.	i	10.3	3.4%	i	0.5	3.9%	0.1%	-0.2	61	-7.1%	6.5%
COc1cc2[nH]c(C(=O)NCCc3ccccc3)cc2c(OC)c1OC	.	i	50.0	3.1%	i	0.7	-4.5%	-0.2%	1.1	84	13.7%	18.1%
CCc1nc(C)ccc1OC(=O)C12CC3CC(CC(C3)C1)C2	1	i	50.3	2.8%	i	0.2	?	0.4%	3.3	58	-9.6%	4.5%
CCOC(=O)c1cccc(NC(=O)CSc2nnnn2C)c1	1	i	19.7	1.7%	i	0.6	-4.4%	-0.1%	-1.1	78	-2.9%	5.5%
O=C(NCC(=O)N1CCCCC1)c1ccc2ccccc2c1	.	i	22.7	0.9%	i	3.1	10.9%	0.1%	-0.2	57	5.4%	-0.6%
CC(C)c1ccc2nc3sc(C(=O)N4CCc5ccccc5C4)c(N)c3cc2c1	1.1	i	53.5	4.4%	i	1.7	9.2%	2.7%	1.8	52	11.5%	7.9%
CCCC1CC(C)(C(=O)Cn2[nH]c(=O)ccc2=O)OC1=O (centres undefined)	1.1	i	4.0	1.3%	i	0.3	1.4%	-0.3%	1.9	49	2.0%	-8.1%
O=S(=O)(c1ccccc1)N1N=C(c2ccc(Br)cc2)CC1c1ccco1 (centres undefined)	.	i	11.1	21.3%	i	3.1	18.1%	0.2%	3.0	59	-0.5%	9.5%
O=C(Oc1cccc2c(OC(=O)N3CCCC3)cccc12)N1CCCC1	1	i	9.5	0.6%	i	1.4	12.5%	-0.6%	0.5	36	1.6%	4.5%
OCCN1CCN(C(=S)Nc2ccccc2)CC1	1.2	i	49.8	3.2%	i	0.2	-8.0%	0.2%	0.4	60	6.0%	13.7%
O=C(C[n+]1cccc2ccccc21)c1ccc([N+](=O)[O-])cc1	0.9	i	27.4	2.0%	+	0.8*	5.1%	-4.1%	-1.6	42	-2.0%	6.3%
O=C(CCNC(=O)c1ccc([N+](=O)[O-])cc1)NC1CCCc2ccccc21 (centres undefined)	.	.	.	.	i	2.3	.	0.4%[50 µM]	0.2	69	.	0.6%
CC1CCN(CCCNC(=O)c2ccc(N3CCCC3=O)cc2)CC1	.	i	33.9	0.6%	i	0.2	6.6%	0.3%	-1.5	47	4.8%	7.0%
CC(C)CC1(C)NC(=O)N(CC(=O)NC(=O)Nc2ccc3c(c2)OCCO3)C1=O (centres undefined)	1.1	i	38.7	0.7%	i	0.4	-1.1%	1.0%	-0.5	54	8.4%	9.1%
COc1ccc(O)c(/C=N/NC(=O)CCC(=O)Nc2ccc(F)cc2)c1	.	i	37.0	1.2%	i	0.7	0.1%	0.1%	-1.1	56	-4.6%	11.0%
CC(CCc1ccccc1)NC(=O)c1ccc(Br)cc1 (centres undefined)	.	i	56.3	5.3%	i	0.7	10.7%	-0.7%	-0.4	53	-2.0%	13.8%
CCN(CC)CCCN=C1N[C@@H](c2cccc(F)c2)C(C(=O)OC)=C(C)N1Cc1ccccc1	.	i	28.3	.	i	1.0	.	4.2%	5.1	49	.	-0.1%
CCCCCCCSc1nsc(N)n1	1.1	i	51.9	5.1%	i	1.0	23.8%	-1.1%	5.4	88	-4.1%	4.8%
COc1cccc(N2CC(C(=O)NC3CCCCC3)CC2=O)c1 (centres undefined)	1.1	i	23.2	-1.5%	.	.	-6.3%	5.9%	-1.1	41	3.5%	5.6%
COC(=O)c1ccccc1OS(=O)(=O)N(C)C	1.1	i	34.1	-0.3%	i	0.3	6.4%	0.0%	-1.2	90	-6.8%	-14.8%
O=C(CSCc1ccc(F)cc1)N1CCN(c2ccccc2)CC1	1.1	i	47.3	1.7%	i	3.0	11.4%	3.4%	-0.7	63	1.9%	6.1%
Cc1ccc(SC(C)C(=O)Nc2ccccc2-c2ccccc2)cc1 (centres undefined)	1.2	i	12.3	12.7%	i	3.7	12.3%	-0.4%[50 µM]	2.0	70	3.7%	-7.2%
